sEH act – soluble epoxide hydrolase (human) activation; P34913; purified human sEH enzymatic activity, activator screen; activation, % at 2 µM; 91,000 tested, 0.04% active; AID 717; in the data active means activation above about 37%; further: values of inactives mirror those of a sister screen read the other way
Calb biofilm kill – kills Candida albicans biofilms | C. albicans biofilm + clotrimazole, Alamar Blue | inhibition, % at 6 µM | 85,000 tested, 0.14% active;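 active means inhibition above 20%; inactive means inhibition below 20%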;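 further: preformed 24 hr biofilms exposed to compound for 48 hr; 0% = biofilm without compound and 100% = blank killed by clotrimazole plus chlorhexidine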
Smad3 inh – inhibitors of human Smad3 transcription factor binding; TR-FRET Smad3/Dy647-FoxH1 peptide binding, europium anti-His; inhibition, % at 25 µM; 88,000 tested, 0.29% active;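 active means compounds that reduce the energy-transfer binding signal between the protein and its labelled peptide by more than half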;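 further: 0% = Smad3 plus labelled peptide maximal FRET and 100% = peptide-only background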
Target sequence (P84022 whole entry, looked up): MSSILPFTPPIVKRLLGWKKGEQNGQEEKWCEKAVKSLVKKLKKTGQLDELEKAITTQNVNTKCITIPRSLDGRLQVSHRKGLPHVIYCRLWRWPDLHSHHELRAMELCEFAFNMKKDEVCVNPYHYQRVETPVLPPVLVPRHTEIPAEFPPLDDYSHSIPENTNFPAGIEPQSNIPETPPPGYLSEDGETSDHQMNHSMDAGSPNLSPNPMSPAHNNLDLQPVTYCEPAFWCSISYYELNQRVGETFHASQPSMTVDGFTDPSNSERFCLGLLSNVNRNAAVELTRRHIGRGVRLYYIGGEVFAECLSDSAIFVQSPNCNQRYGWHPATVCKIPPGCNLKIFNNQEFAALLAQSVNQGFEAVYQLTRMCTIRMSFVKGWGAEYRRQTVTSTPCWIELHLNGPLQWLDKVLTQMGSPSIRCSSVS
sEH inhibitor – blocks human soluble epoxide hydrolase activity. 91,000 tested, 0.34% active. P34913. recombinant human sEH enzymatic activity assay. inhibition, % at 2 µM; in the data active means inhibition above about 80%; further: values of inactives mirror those of a sister screen read the other way; many of its hits are not listed in these tables
VCAM1 TNFa inh – reduces TNF alpha induced VCAM1 expression in HUVEC; HUVEC TNFa-induced VCAM-1 immunofluorescence, high-content imaging; inhibition, % at 2 µM; 95,000 tested, 0.48% active;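 active means inhibition above the batch mean plus 3 SD, with images confirmed as a hit by eye, cut at about 37% in these data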;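 further: 0% = TNF-stimulated DMSO wells and 100% = unstimulated control wells; not every result past the cut was called active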
ERb SRC1 inh – blocks coactivator binding to human estrogen receptor beta. Q92731. TR-FRET ER-beta LBD / SRC1-Cy5 peptide binding; receptor agonist-loaded with 1 µM estradiol. inhibition, % at 25.6 µM. 86,000 tested, 1.3% active;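 active means compounds whose percent inhibition of the receptor-coactivator binding signal exceeds about 50% in the single-dose screen, limit read from the data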;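 further: 0% = receptor plus peptide wells without compound and 100% = peptide-only wells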
Target sequence (Q92731 whole entry, looked up, the tested form may be a part): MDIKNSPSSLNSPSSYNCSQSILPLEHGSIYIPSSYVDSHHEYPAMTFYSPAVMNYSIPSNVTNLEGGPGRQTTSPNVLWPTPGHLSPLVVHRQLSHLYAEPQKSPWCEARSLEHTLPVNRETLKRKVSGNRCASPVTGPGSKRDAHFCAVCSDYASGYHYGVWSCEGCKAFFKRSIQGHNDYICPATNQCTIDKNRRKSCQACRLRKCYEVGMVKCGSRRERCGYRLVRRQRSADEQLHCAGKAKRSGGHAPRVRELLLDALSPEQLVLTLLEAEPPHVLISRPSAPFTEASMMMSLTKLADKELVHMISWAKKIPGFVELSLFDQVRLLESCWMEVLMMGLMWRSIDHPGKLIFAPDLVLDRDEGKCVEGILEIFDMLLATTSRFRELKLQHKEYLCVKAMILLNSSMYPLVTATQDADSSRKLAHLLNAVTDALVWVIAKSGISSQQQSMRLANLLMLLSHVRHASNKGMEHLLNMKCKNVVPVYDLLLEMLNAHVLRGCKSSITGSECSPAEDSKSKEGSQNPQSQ
HUVEC tox IL1B – HUVEC cytotoxicity counter-screen, IL-1B stimulated | HUVEC cell count loss, Hoechst imaging | cell count reduction, % at 2 µM | 94,000 tested, 0.41% active | AID 845;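 active means cell count reduction more than 3 SD above the screen-wide mean, cut at about 70% in these data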;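 further: normalized per plate to untreated control cells as the no-loss baseline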
F-actin modifier – modifiers of cytoskeleton assembly | HUVEC TNFa F-actin phalloidin imaging, high content | inhibition, % at 2 µM | 91,000 tested, 0.18% active | AID 836;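 active means inhibition above the batch mean plus 3 SD and confirmed as a hit by visual image inspection, cut at about 30% in these data, passing the limit was not always enough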; further: strong numbers were not always called active
TNFa cytotox – HUVEC cytotoxicity counter-screen, TNF alpha stimulated. 93,000 tested, 0.17% active. HUVEC TNFalpha-stimulated, Hoechst cell count, imaging. cell count reduction, % at 2 µM;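 active means cell count reduction exceeding the screen mean by over 5 SD, scaled to untreated wells per plate, cut at about 78% in these data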;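 further: cells counted after 24 h of TNF alpha exposure following the 1 h pretreatment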
An asterisk follows results filed as active; . = no result given; [ ] = remark or other dose. Not all compounds are listed; the hit share may differ from the screen's.

SMILES | sEH act | Calb biofilm kill | Smad3 inh | sEH inhibitor | VCAM1 TNFa inh | ERb SRC1 inh | HUVEC tox IL1B | F-actin modifier | TNFa cytotox
Nc1c(C(=O)NCc2ccccc2)nnn1Cc1cccc(Cl)c1 | -20 | 14 | -3 | 21 | 15 | -5 | -4 | -9 | -28
c1nc(N2CCOCC2)c2c3c(sc2n1)CCCC3 | -10 | 4 | -9 | 12 | 6 | 2 | -3 | -5 | -16
CCCC(NS(=O)(=O)c1ccc(Br)cc1)C(=O)O (stereo unspecified) | . | 3 | -4 | . | -11 | -12 | -12 | -13 | 0
Nc1c(N2CCOCC2)cc(Cl)c2nonc12 | -4 | 4 | -9 | 4 | -7 | -5 | 3 | -23 | 8
COc1cccc(NC(=O)c2ccccc2-c2nc(-c3ccc(F)cc3)no2)c1 | -3 | -2 | 2 | 4 | -4 | 3 | -162 | -8 | -10
N/C(=N\OC(=O)CCCOc1ccccc1)c1ccc(Br)cc1 | -8 | . | . | 8 | -2 | . | 3 | 10 | -27
Cc1ccccc1OCC(=O)OC1CCN(C)CC1 | 19 | -5 | -10 | -20 | -8 | 11[fluorescence artefact?] | -15 | -6 | 10
NC(=O)CN(c1ccccc1)C1SC(=O)N(Cc2ccccc2)C1=O (stereo unspecified) | 7 | -2 | -16 | -7 | 5 | -9 | 11 | -3 | -22
Nc1ccc2nc(-c3ccccn3)[nH]c2c1 | -15 | -1 | 1 | 19 | . | 76*[fluorescence artefact?] | -31 | . | .
CC(C)Oc1ccc(Cc2c(O)nc(NCCCN(C)C)[nH]c2=O)cc1 | 2 | 1 | 14[fluorescence artefact?] | -2 | 5 | 21 | -28 | -7 | -16
Cc1cnc(NC(=O)CSc2nc3ccccc3c(=O)[nH]2)s1 | -3 | 3 | 1 | 5 | 22 | -4 | -8 | 10 | -12
CCS(=O)(=O)N1Cc2ccccc2CC1C(=O)NC(C)C12CC3CC(CC(C3)C1)C2 (stereo unspecified) | -1 | 0 | -6 | 2 | 11 | -7 | -6 | 3 | -8
Cc1ccc(S(=O)(=O)NC(=O)N2CCCC(C)(C)C2)cc1 | -5 | -6 | 0 | 4 | -7 | -1[fluorescence artefact?] | -9 | 5 | -23
Cc1nnc2n(-c3ccccc3)c(=O)c3c4c(sc3n12)COC(C(C)C)C4 (stereo unspecified) | -9 | 2 | 4 | 12 | 11 | -2 | -7 | -3 | -10
CCN(CC)Cc1csc(C(N)=O)c1 | 4 | 3 | 3 | -6 | 14 | 5 | -20 | 2 | -3
CCOC(=O)N1CCC(NC(=O)CCN2C(=O)COc3ccccc32)CC1 | -13 | 9 | 5 | 12 | . | -7 | 4 | . | .
COc1ccc(CNC(=O)CN(Cc2ccc(Cl)cc2)S(=O)(=O)c2ccccc2)cc1 | -4 | 4 | 11 | 2 | -4 | 2[fluorescence artefact?] | -2 | -8 | 19
CCS(=O)(=O)N1CCC(C(=O)NCCc2ccc(C)cc2)CC1 | -10 | 5 | 4 | 9 | 0 | -5 | 0 | -24 | 2
CC(C)NC(=O)N1CCOCCOCCN(C(=O)NC(C)C)CCOCCOCC1 | . | 3 | 18 | . | 9 | 3[fluorescence artefact?] | . | 3 | -7
COc1ccc(C(=O)C2CCN(S(=O)(=O)c3ccc4c(c3)OCCO4)CC2)cc1 | -5 | -4 | 3 | 5 | -8 | 9 | -14 | 8 | -32
CN(C)c1ncc(C2=C(Cl)C(=O)C(N3CCCC3)=C(Cl)C2=O)s1 | -16 | 3 | 26 | 15 | 1 | 94*[fluorescence artefact?] | -15 | 5 | -25
NC(N)=N/N=C/c1ccc(OCc2ccccc2Cl)cc1 | -6 | . | . | 7 | -13 | . | -2 | -24 | .
COc1cc(S(=O)(=O)n2nc(C)cc2C)c(OC)cc1Cl | -1 | -1 | -12 | 1 | -8 | -1 | -21 | 13 | -9
COC(=O)c1ccc(CSc2nnnn2-c2ccc(C)cc2C)o1 | -4 | 1 | 4 | 4 | -9 | 0 | -4 | -12 | -7
CCOc1ccc(Cl)cc1S(=O)(=O)N1CCN(c2ccc(C)c(C)c2)CC1 | 8 | 4 | 11 | -6 | 2 | -9 | 2 | -15 | .

Later entries:
SMILES | sEH act | Calb biofilm kill | Smad3 inh | sEH inhibitor | VCAM1 TNFa inh | ERb SRC1 inh | HUVEC tox IL1B | F-actin modifier | TNFa cytotox
CCCN(CCC)CCCNc1ccc2nnc(-c3ccc(F)cc3)n2n1 | 1 | 7 | -1 | 0 | 21 | -3 | -29 | 9 | 3
COC(=O)c1cc(-c2ccc(Br)cc2)n[nH]1 | -17 | 8 | -8 | 18 | -21 | -2[fluorescence artefact?] | -6 | 5 | -25
O=c1c2cnn(-c3ccc(F)cc3)c2ncn1Cc1cccnc1 | 3 | 5 | -7 | -1 | 3 | -8 | 17 | 46 | -13
COc1cccc(C(=O)O/N=C(\N)c2ccncc2)c1 | 5 | . | . | -7 | -8 | . | -3 | -13 | -4
COC(=O)c1cc(NC(=O)CC2C(=O)NCCN2C(=O)c2ccccc2)cc(C(=O)OC)c1 (stereo unspecified) | 4 | 10 | 5 | -7 | 4 | -6 | -21 | -26 | -9
COc1ccccc1NCc1nnc(SCC(=O)N/N=C/c2ccco2)n1-c1ccc(Cl)cc1Cl | -10 | . | . | 9 | 15 | . | -8 | 5 | -2
CN(CCNC(=O)C1CC(=O)N(C2CCCC2)C1)Cc1ccccc1 (stereo unspecified) | 18 | 11 | 11 | -19 | -15 | 0 | 18 | -3 | 9
CCCCCCC1CCC(C(=O)NC(CCSC)C(=O)NC(C(=O)OC)C(C)C)CC1 (stereo unspecified) | 5 | 37* | -5 | -8 | 3 | -13 | 5 | 6 | -12
CCCCn1nc2cc(C(=O)NCc3ccc(OC)cc3)ccc2c1OCC | -13 | . | . | 11 | -8 | . | -79 | 21 | -9
O=C(O)c1cc(O)ccc1-c1ccc(O)cc1 | -4 | -4 | 2 | 3 | -7 | -7 | 10 | -42 | 12
O=C(Oc1ccc(-n2cnnn2)cc1)c1ccco1 | -11 | 4 | -6 | 11 | 5 | 2 | -23 | 10 | -35
O=C(CSc1nc2sc3c(c2c(=O)n1Cc1ccco1)CCC3)N1CCc2ccccc21 | 32 | 4 | -43[fluorescence artefact?] | -32 | 10 | 36[fluorescence artefact?] | -5 | 3 | -16
COC(=O)c1[nH]c2ccccc2c1NC(=O)C(C)N1CCN(C(=O)c2ccco2)CC1 (stereo unspecified) | 4 | . | . | -4 | 10 | . | -3 | 9 | -17
Cc1cccc(C(=O)OCc2cnc(Cl)s2)c1 | 4 | . | . | -4 | -6 | . | -28 | 9 | -13
CCC(C)[C@H](NC(=O)NCc1ccccc1Cl)C(=O)OC (stereo partly specified) | -95 | 8 | -3 | 95* | 4 | -7 | 19 | 36 | -30
COc1cccc(CNc2ccc(F)c(Cl)c2)c1 | 12 | 4 | -5 | -9 | 14 | -4 | 6 | -2 | 6
C=CCn1c(COc2cccc3ccc(C)nc23)nnc1SCC(N)=O | -5 | 6 | -3 | 5 | -10 | 0[fluorescence artefact?] | -22 | 3 | 0
Cc1cc(N=CC2=C(O)CC(C)(C)CC2=O)no1 | -17 | 6 | 6 | 18 | -28 | -7 | 4 | -27 | -31
COc1ccc(C(CC(=O)NC(C)(C)C)n2cccc2)cc1 (stereo unspecified) | 25 | 4 | 3 | -27 | -4 | 1[fluorescence artefact?] | 10 | -104 | -6
Cc1cccc(-n2c(SCC(=O)NCc3ccco3)nc3ccccc3c2=O)c1 | . | -5 | 2 | . | 11 | -2 | -4 | -10 | -14
CCCCN(C(=O)c1c(C)[nH]c(C(=O)OCC)c1C)c1ccccc1 | 0 | -3 | -3 | -1 | 8 | 1[fluorescence artefact?] | -22 | -6 | 15
O=C(CN1CCN(c2ccccn2)CC1)NC(=O)NC1CCCCC1 | . | -4 | -20 | . | 8 | -4 | -15 | 3 | -31
CNC(=S)Nc1ccc2nc(C)c(C)nc2c1 | -4 | . | . | 4 | -4 | . | -7 | -4 | -24
CCN(CC(=O)Nc1ccc(OC)c(OC)c1)S(=O)(=O)c1ccc(C)cc1 | 5 | 7 | -2 | -2 | 2 | 1 | 12 | -2 | 1
COc1cccc(C(=O)N2CCN(CCCc3ccccc3)CC2)c1OC | -5 | 5 | -9 | 6 | . | 2 | -53 | -18 | .

The results go on.
SMILES | sEH act | Calb biofilm kill | Smad3 inh | sEH inhibitor | VCAM1 TNFa inh | ERb SRC1 inh | HUVEC tox IL1B | F-actin modifier | TNFa cytotox
CN1CCN(C(=O)c2ccc3c(c2)N(Cc2cccc(Cl)c2)C(=O)c2ccccc2S3=O)CC1 (stereo unspecified) | 8 | 3 | 11 | -9 | -3 | -4 | 2 | 2 | -5
O=S(=O)(c1ccc(F)cc1)N1CCC(N2CCCCCC2)CC1 | -8 | 4 | 1 | 9 | -3 | -4 | . | 36 | -4
CC(C)(C)N1CC(COc2ccccc2)OC1=O (stereo unspecified) | -5 | -5 | 3 | 7 | 46 | -5 | 6 | -16 | 29
O=C(CC1CCCC1)Nc1nc2ccccc2[nH]1 | -2 | 1 | -4 | 5 | 3 | -5[fluorescence artefact?] | -1 | 7 | 27
Cc1nn(CC2CCCCC2)c(N)c1-c1ccccc1 | 2 | 5 | -9 | -3 | 2 | -13 | -6 | . | -19
CC(=O)Nc1ccc(S(=O)(=O)NC2=C(N3CCN(c4ccc(F)cc4)CC3)C(=O)c3ccccc3C2=O)cc1 | -4 | 0 | -6 | 7 | 13 | 11 | -11 | -20 | 6
CNS(=O)(=O)c1ccc(NC(=O)c2nc3nc(C)cc(C(F)F)n3n2)cc1 | -5 | . | . | 5 | -3 | . | 5 | 12 | -19
O=c1c(-c2ccccc2)c(O)nc2ccccn12 | 12 | 8 | 1[fluorescence artefact?] | -11 | 9 | 3 | -25 | 5 | -28

Twelve entries from above, as a markdown table.
| SMILES | sEH act | Calb biofilm kill | Smad3 inh | sEH inhibitor | VCAM1 TNFa inh | ERb SRC1 inh | HUVEC tox IL1B | F-actin modifier | TNFa cytotox |
| --- | --- | --- | --- | --- | --- | --- | --- | --- | --- |
| O=C(CN1CCN(c2ccccn2)CC1)NC(=O)NC1CCCCC1 | . | -4 | -20 | . | 8 | -4 | -15 | 3 | -31 |
| CNC(=S)Nc1ccc2nc(C)c(C)nc2c1 | -4 | . | . | 4 | -4 | . | -7 | -4 | -24 |
| CCN(CC(=O)Nc1ccc(OC)c(OC)c1)S(=O)(=O)c1ccc(C)cc1 | 5 | 7 | -2 | -2 | 2 | 1 | 12 | -2 | 1 |
| COc1cccc(C(=O)N2CCN(CCCc3ccccc3)CC2)c1OC | -5 | 5 | -9 | 6 | . | 2 | -53 | -18 | . |
| CN1CCN(C(=O)c2ccc3c(c2)N(Cc2cccc(Cl)c2)C(=O)c2ccccc2S3=O)CC1 (stereo unspecified) | 8 | 3 | 11 | -9 | -3 | -4 | 2 | 2 | -5 |
| O=S(=O)(c1ccc(F)cc1)N1CCC(N2CCCCCC2)CC1 | -8 | 4 | 1 | 9 | -3 | -4 | . | 36 | -4 |
| CC(C)(C)N1CC(COc2ccccc2)OC1=O (stereo unspecified) | -5 | -5 | 3 | 7 | 46 | -5 | 6 | -16 | 29 |
| O=C(CC1CCCC1)Nc1nc2ccccc2[nH]1 | -2 | 1 | -4 | 5 | 3 | -5[fluorescence artefact?] | -1 | 7 | 27 |
| Cc1nn(CC2CCCCC2)c(N)c1-c1ccccc1 | 2 | 5 | -9 | -3 | 2 | -13 | -6 | . | -19 |
| CC(=O)Nc1ccc(S(=O)(=O)NC2=C(N3CCN(c4ccc(F)cc4)CC3)C(=O)c3ccccc3C2=O)cc1 | -4 | 0 | -6 | 7 | 13 | 11 | -11 | -20 | 6 |
| CNS(=O)(=O)c1ccc(NC(=O)c2nc3nc(C)cc(C(F)F)n3n2)cc1 | -5 | . | . | 5 | -3 | . | 5 | 12 | -19 |
| O=c1c(-c2ccccc2)c(O)nc2ccccn12 | 12 | 8 | 1[fluorescence artefact?] | -11 | 9 | 3 | -25 | 5 | -28 |
